# RECQ1 helicase: inhibitors of human RECQ1 DNA helicase | P46063 | RECQ1 DNA unwinding, red fluorescence kinetic read | Potency, µM (series often up to 57.3 µM), without a hit: at the highest dose activity, negative = inhibition, most hits filed as inhibitors | actives 0.54% (n = 240,000) | AID 2549;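 further: plate controls were vehicle for no effect and no enzyme for full effect; nearly all actives have a fitted effect of over 30% in size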
# Target sequence (P46063 whole entry, looked up): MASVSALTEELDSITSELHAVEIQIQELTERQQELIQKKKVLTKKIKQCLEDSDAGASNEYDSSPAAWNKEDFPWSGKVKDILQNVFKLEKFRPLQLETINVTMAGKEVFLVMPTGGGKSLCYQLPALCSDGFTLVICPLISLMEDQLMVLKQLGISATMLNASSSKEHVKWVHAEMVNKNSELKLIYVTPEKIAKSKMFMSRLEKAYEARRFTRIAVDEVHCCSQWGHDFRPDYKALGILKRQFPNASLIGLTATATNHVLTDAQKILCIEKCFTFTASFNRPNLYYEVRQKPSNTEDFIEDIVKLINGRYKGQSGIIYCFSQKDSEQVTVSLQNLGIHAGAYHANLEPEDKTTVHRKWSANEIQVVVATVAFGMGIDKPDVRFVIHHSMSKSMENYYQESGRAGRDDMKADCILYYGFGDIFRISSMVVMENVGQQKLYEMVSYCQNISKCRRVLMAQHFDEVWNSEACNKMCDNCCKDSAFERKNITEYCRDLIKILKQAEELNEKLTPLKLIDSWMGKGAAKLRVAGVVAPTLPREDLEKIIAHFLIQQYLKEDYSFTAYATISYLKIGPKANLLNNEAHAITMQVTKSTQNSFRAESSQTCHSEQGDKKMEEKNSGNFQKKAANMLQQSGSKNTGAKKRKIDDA
#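 50 nM RECQ1T1 preincubated 15 min with compound in Tris pH 8.0 buffer with MgCl2, DTT, Tween-20 and 2.5 ug/ml poly(dI-dC); started with 200 nM TAMRA/BHQ-2 forked duplex and 2 mM ATP. Unwinding read as fluorescence (525/598 nm), two reads 2 h apart.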
# Tau fibril FP: tau fibrillization inhibition (FP); P10636; Potency, µM (doses to about 57.7 µM), without a hit: at the top dose activity, negative = inhibition, hits mostly inhibitors; K18 P301L tau heparin fibrillization, Alexa594 FP, 6 h; AID 1468; actives 0.39% (n = 280,000); further: on the % scale 0 is the no-effect control and ±100 the full control effect; nearly all actives have a fitted effect of over 55% in size
# Target sequence (P10636 561-689 P618L limits assumed): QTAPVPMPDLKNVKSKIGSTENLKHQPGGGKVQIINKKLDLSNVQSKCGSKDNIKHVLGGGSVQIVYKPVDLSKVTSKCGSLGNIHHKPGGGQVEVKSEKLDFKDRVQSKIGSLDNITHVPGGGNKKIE
#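 FP of Alexa 594-tau after heparin (20 uM) induction. Substrate: human K18 P301L, 15 uM unlabeled, 0.24 uM labeled. Buffer 100 mM sodium acetate pH 7. 6 hr, 37 C.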
# TRb SRC2 PPI: inhibitors of human thyroid hormone receptor beta-SRC2 interaction; TRbeta-SRC2 peptide binding, fluorescence polarization; receptor liganded with 1 µM T3; Potency, µM (doses to about 106 µM), for inactives: at the highest dose activity change, negative = inhibition, actives largely listed as inhibitors; actives 0.065% (n = 280,000);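 further: plate controls were bound peptide for no effect and peptide without receptor for full effect; nearly all actives have a fitted effect of over 50% in size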
#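 Human TRb ligand-binding domain (0.6 uM) is mixed with 20 nM Texas Red SRC2 peptide and 1 uM T3; after compound addition and 5 hr at ambient temperature, polarization is measured and normalized to unbound and bound controls.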
# Tau fibril ThT: tau fibrillization inhibition (ThT binding) | P10636 | recombinant tau K18 P301L, heparin-induced fibrillization, ThT fluorescence | Potency, µM (titrated, usually from 57.4 µM), for inactives: top-dose activity, negative = inhibition, hits mostly inhibitors | actives 2.1% (n = 270,000) | AID 1460; further: on the % scale 0 is the no-effect control and ±100 the full control effect; nearly all actives have a fitted effect of over 55% in size
#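 Tau K18 P301L fragment (15 uM unlabeled plus 0.24 uM Alexa 594-labeled) in 100 mM sodium acetate pH 7 with compound, fibrillization induced by 20 uM heparin for 6 hr at 37 C. Thioflavin T (30 uM) added, fluorescence read after 1 hr (ex 450, em 510 nm).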
# TexasRed fluor: counter-screen for TRb-SRC2 inhibitors: fluorescence interference. TRb/SRC2 Texas Red total fluorescence interference. AID 1479. actives 0.29% (n = 280,000). Potency, µM (top dose mostly 106 µM), inactives show top-dose fluorescence change, negative = quenching; active means well fitted curve in either direction with a large enough effect; inconclusive means small, poorly fitted or top-dose-only effect; further: on the % scale 0 is the no-effect control and ±100 the full control effect
#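 Human TRb ligand-binding domain at 0.6 uM with 20 nM Texas Red SRC2 peptide in Tris buffer containing 1 uM T3 and 5% DMSO, incubated with compound 5 h at ambient temperature. Total fluorescence (555/632 nm) calculated as parallel + 2 × perpendicular.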
# L3MBTL1 block: inhibitors of human L3MBTL1. Q9Y468. AlphaScreen L3MBTL1–H3K9me1 peptide binding. Potency, µM (highest dose often 57.1 µM), without a hit: top-dose activity, negative = inhibition, hits mostly inhibitors. actives 0.66% (n = 230,000). AID 485360; further: on the % scale 0 is the no-effect control and ±100 the full control effect; nearly all actives have a fitted effect of over 60% in size
#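 L3MBTL1 (50 nM) pre-complexed 30 min with biotinylated H3(1-15)K9me1 peptide (75 nM), then compounds added for 30 min at room temperature; AlphaScreen streptavidin donor/nickel chelate acceptor beads (10 ug/mL final) read after 30 min dark incubation.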
# Tau fluor cs: counter-screen for tau fibril formation inhibitors; tau K18 P301L (four-repeat tau fragment) Alexa594 fluorescence, heparin fibrillization; Potency, µM (doses to about 57.7 µM), for the others: top-dose activity change, negative = decrease; actives 0.93% (n = 280,000); AID 1463; further: on the % scale 0 is the no-effect control and ±100 the full control effect; nearly all actives have a fitted effect of over 55% in size
#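 Human K18 P301L tau (15 uM unlabeled plus 0.24 uM Alexa 594-labeled, final) in 100 mM sodium acetate pH 7 was mixed with compound and 20 uM heparin and incubated 6 hr at 37 C.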
# HTT ATP protect: Huntington cell model cytoprotection by ATP luminescence; PC12 HTT-Q103 induced, cytoprotection, ATP luminescence, 40 h; Potency, µM (titrated, usually from 56.4 µM), without a hit: cytoprotection (ATP increase), most hits filed as activators; actives 0.14% (n = 230,000); AID 1471;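 further: % of control where 0% means no effect; nearly all actives have a fitted effect of over 45% in size; toxic huntingtin expression switched on by the ecdysone agonist tebufenozide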
#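 Quantitative HTS on tebufenozide-induced (100 nM) PC12 cells expressing HTTQ103 exon 1–GFP; compounds tested as a concentration series; survival measured via cellular ATP.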
# Active calls of the source: *; i = inactive; ? = inconclusive; . = no result given; & = joins results of further samples; [ ] = another dose, or the depositor's remark. Unless noted, the call rests on the fitted dose curve; in most records, active means well fitted curve in the direction sought with a large enough effect; inconclusive means small, poorly fitted or top-dose-only effect, or another doubt; inactive means no such curve, though single readings can be large; an effect the other way counts as inactive or inconclusive. Potency means the concentration at half of the fitted maximal effect.
SMILES	RECQ1 helicase	Tau fibril FP	TRb SRC2 PPI	Tau fibril ThT	TexasRed fluor	L3MBTL1 block	Tau fluor cs	HTT ATP protect
c1cnc2c(c1)ncn2C1CCNCC1	.	3.8%	-4.6%	0.7%	-1.9%	.	5.6%	.
COc1cc(OC)cc(C(=O)Nc2ccc(Cl)cc2C(=O)c2ccccc2Cl)c1	.	?	2.2%	-2.5%	-7.4%	.	-17.3%	.
O=C(c1cc(F)ccc1F)C1CCCN(Cc2cccc(Cl)c2)C1 (configuration not stated)	-3.0%	-9.8%	0.9%	-3.1%	-3.7%	30.3%[activator]	-8.3%	4.7%[10 µM]
CO/C1=C\C(C)=C\[C@@H](C)[C@@H](O)[C@H](C)C/C(C)=C/C=C/[C@H](OC)[C@H]([C@@H](C)[C@@H](O)[C@H](C)[C@H]2C[C@@H](O)[C@H](C)[C@@H](C(C)C)O2)OC1=O	i	0.9%	2.1%	-4.5%	-1.4%	.	-3.4%	-76.2%[inhibitor]
COc1cccc(NC(=O)CCc2nc(-c3ccc(C(C)(C)C)cc3)no2)c1	.	-18.5%	0.0%	-11.3%	3.8%	.	?	.
C[N+]1(C)C2CCC1CC(OC(=O)c1ccccc1)C2 (configuration not stated)	i	-0.5%	.	.	-6.9%	.	-13.4%	10.0%[10 µM]
CC1CN(c2ccc([N+](=O)[O-])cc2Cl)CCN1 (configuration not stated)	i	-6.5%	3.5%	-11.2%	-2.8%	.	-13.6%	-16.7%
Cc1cccc(OCCn2cccc2/C=C2/C(=O)NC(=O)N(Cc3ccco3)C2=O)c1	8.91µM*	-15.5%	3.0%	?	-11.3%	20µM*	?	2.1%[10 µM]
NC1CCC(CC2CCC(N)CC2)CC1 (configuration not stated)	-0.9%	.	3.6%[201 µM]	.	-3.6%[201 µM]	.	.	10.3%
CSCCOC(=O)COc1ccc(/C=N/NC(=O)c2c(Cl)cnn2C)cc1	-1.3%	-9.4%	3.6%	?	2.5%	1.4%	-12.1%	9.8%[10 µM]
O=c1c2ccccc2nc(CN2CCCCCC2)n1-c1ccc(F)cc1	-12.3%	-2.1%	-5.4%	-12.2%	2.3%	-5.8%	-0.9%	10.2%
CC(C)(C)c1ccc(O)c(CN2CCN(c3ccccc3)CC2)c1	-5.8%	-3.5%	1.0%	-1.8%	3.1%	1.3%	-14.4%	-19.3%
COC(C/C=C/C=C/CC/C=C\CC(C)/C=C\C(=C/C(=O)O)CC(=O)O)/C(C)=C\C=C(/C)C(=O)O (configuration not stated)	i	-4.0%	-0.8%	-7.8%	-2.5%	.	-0.9%	2.1%
Cc1ccc(Cn2cccc(C(=O)Nc3nc4ccc(C)cc4s3)c2=O)cc1	.	-4.4%	-7.3%	-3.4%	-1.5%	.	-10.6%	.
CC[C@@]1(O)C(=O)OCc2c1cc1n(c2=O)Cc2cc3c(O)cccc3nc2-1	?	-7.4%	1.6%&0.7%	-11.8%	-4.7%&-3.2%	.	-5.8%	-152.6%[inhibitor]
CCCCn1c(O)c(C(CC)=NCCN2CCOCC2)c(=O)[nH]c1=O	i	-8.1%	-26.0%	?	2.3%	.	-18.8%	-21.2%
O=[N+]([O-])c1ccc(-c2ccccc2)c([As](=O)(O)O)c1	-1.2%	-5.5%	6.2%	-15.8%	-2.0%	3.9%	-13.8%	9.5%[10 µM]
O=C(CN1CCN(Cc2ccc(Cl)cc2)C1=O)N1CCC2(CC1)OCCO2	i	6.5%	-2.8%	-5.8%	-0.1%	.	-1.7%	4.8%
O=C(CCS(=O)(=O)c1ccc(Br)cc1)N1CCC2(CC1)OCCO2	0.9%	7.8%	8.4%	-6.9%	0.1%	.	4.2%	-2.3%
CCCC1=Nc2cc(C(=O)NC3CCC(C)CC3)ccc2Sc2ccccc21 (configuration not stated)	.	-3.9%	-9.4%	-16.3%	-1.1%	.	-6.8%	.
CC(=NCCN1CCCCC1)c1c(O)n(-c2ccccc2)c(=O)[nH]c1=O	22.2%	-8.3%	0.4%	.	-1.4%	.	-19.7%	-11.1%[10 µM]
O=C1CS[C@@H](c2ccccc2Cl)c2cc(Cl)ccc2N1	?	4.0%	1.2%	?	1.1%	.	-28.2%	18.6%
COc1ccc2c(c1)NP(=S)(Oc1ccccc1)N2 (configuration not stated)	i	?	5.3%	8.91µM*	-4.2%	?	?	-0.2%[10 µM]
CN1C(=O)/C(=C\c2ccc(N3CCCCC3)o2)C(=O)NC1=S	-10.2%	-10.6%	2.3%	?	-6.4%	-7.9%	-8.2%	-18.9%[10 µM]
Cc1ccc(O)c(C(=O)c2cc(C(=O)NCc3ccccc3)c(=O)n(Cc3ccccc3)c2)c1	-6.9%	-5.8%	4.8%	-3.5%	-1.5%	-15.4%	-23.4%	-4.6%[10 µM]
Cc1cccc(CNCCc2ccccc2)n1	3.4%	-2.7%	1.1%	-0.8%	-3.1%	5.2%	1.6%	-7.8%[10 µM]
FC(F)(F)/C(=N\P(=S)(N1CCOCC1)N1CCOCC1)N1CCOCC1	-2.0%	6.5%	5.1%	-2.1%	1.1%	.	4.0%	8.7%[10 µM]
O=C1/C(=C\c2cc3c(cc2Br)OCO3)N2CCC1CC2	i	0.0%	-5.1%	-5.6%	1.6%	12.9%	-9.9%	-50.1%[10 µM]
COC(=O)c1sc2nc(SCc3cccc(F)c3)n(N)c(=O)c2c1C	?	-4.6%	-4.6%	1.7%	-2.1%	3.0%	-0.8%	-3.0%[10 µM]
CC1CN=C(NCCc2ccccc2)S1 (configuration not stated)	i	1.1%	3.0%	8.5%	1.7%	-13.6%[2.29 µM]	5.4%	0.0%

# (cont.)
SMILES	RECQ1 helicase	Tau fibril FP	TRb SRC2 PPI	Tau fibril ThT	TexasRed fluor	L3MBTL1 block	Tau fluor cs	HTT ATP protect
c1ccc([C@H]2CNCc3ccccc32)cc1	-6.4%	11.3%	-3.2%	-0.6%	-1.1%	.	-2.6%	8.1%
CC(C)N1CCC2(CC1)NC(CO)(CO)CO2	-0.1%	-1.2%	-5.6%	7.4%	-0.9%	-3.2%	3.0%	-4.6%
C=C[C@H]1CN2CCC1C[C@@H]2C(O)c1ccnc2ccccc12 (some centres not stated)	-12.2%	-1.4%	3.0%	3.8%	-0.7%	.	1.8%	3.6%[1.9 µM]
COc1cccc(-n2c(C)nc3ccccc3c2=O)c1	17.6%	5.7%	-10.0%	-7.6%	0.0%	-8.9%[11.4 µM]	4.4%	-2.1%
CCn1c(O)c(C=NCCN2CCOCC2)c(=O)n(CC)c1=S	-18.3%	-1.5%	4.4%	.	-1.8%	.	-5.5%	12.2%[10 µM]
CCOc1ccc(N=C2SCCCN2C)cc1	5.7%	-5.0%	-1.8%	-3.8%	-1.6%	-1.3%	-4.8%	0.2%[1.9 µM]
CN(C)C(=O)Oc1c(Cl)cc(Cl)c2cccnc12	-2.4%	-3.6%	-6.4%	-7.6%	-0.9%	-8.6%	-1.9%	14.5%[10 µM]
O=C1CSC(c2ccccc2Cl)c2cc(Cl)ccc2N1 (configuration not stated)	-6.0%	4.4%	4.8%	-11.4%	-2.0%	.	?	-47.6%[inhibitor]
Cc1ccc(C)c(N2CCN(C(=O)CCS(=O)(=O)c3ccc4c(c3)oc(=O)n4C)CC2)c1	.	4.8%	-7.4%	-17.3%	?	.	-17.0%	.
O=C1NC(=O)N(c2ccc3c(c2)OCO3)C(=O)/C1=C\c1ccc(N2CCCCC2)o1	-1.3%	3.0%	0.4%	?	0.5%	-5.2%	-3.9%	20.9%[10 µM]
COc1cc(N)ccc1Cc1ccc(N)cc1OC	i	6.6%	-3.3%	?	-3.6%	-16.0%	-16.0%	-4.6%
CCCCn1c(O)c(/C(C)=N/NC(=O)Nc2ccccc2)c(=O)[nH]c1=O	i	0.7%	4.7%	-9.5%	-0.4%	0.2%	-12.6%	15.0%[10 µM]
ClCBr	-2.6%	.	1.0%	.	-1.2%	.	.	-35.5%[inhibitor]
COc1ccc2[nH]c3c(c2c1)CCNC3C (configuration not stated)	-11.2%	-3.1%	0.2%	?	-0.8%	-4.2%	-5.9%	-31.5%[inhibitor]
C#CCO	-7.6%	.	7.2%	.	-1.1%	.	.	34.8%
COc1ccccc1OP(=O)(Nc1cccnc1)Oc1ccccc1OC	-1.7%	3.4%	-6.9%	-5.7%	1.1%	0.5%	0.0%	-4.2%[10 µM]
C[C@@H]1O[C@@H](O[C@H]2C[C@@H](O)[C@]3(CO)[C@H]4[C@H](O)C[C@]5(C)[C@@H]([C@@H]6COC(=O)C6)CC[C@]5(O)[C@@H]4CC[C@]3(O)C2)[C@H](O)[C@H](O)[C@H]1O	-15.5%	-9.5%	-0.4%	-7.5%	-4.2%	.	-20.0%	.
O=C(Cn1c(=O)c(C(F)(F)F)nc2ccccc21)N1CCC2(CC1)OCCO2	-12.0%	-5.8%	-12.4%	-10.5%	0.6%	4.5%	-14.6%	10.1%[10 µM]
CCCC(C)(COC(N)=O)COC(=O)NC(C)C (configuration not stated)	-7.8%&-3.2%&-2.9%	-14.5%&-3.4%&-2.1%	-2.9%	-3.1%&-6.5%&2.6%	2.2%	6.5%	-1.9%&-7.3%&-5.7%	?
O=c1[nH]c(=O)n(C2CCCCCC2)c(O)c1C=NCC1CCCO1 (configuration not stated)	i	1.2%	-5.2%	-3.8%	-5.8%	-3.7%	-1.2%	-13.7%[0.074 µM]

# Some of the compounds tested; the hit share may differ from the screen's.
